GPR35 antagonists – inhibition of zaprinast-stimulated GPR35 beta-arrestin translocation – imaging, U2OS, beta-arrestin-GFP, zaprinast agonist, primary screen (AID 2058); U2OS GPR35 beta-arrestin-GFP translocation imaging, zaprinast antagonism; higher % means a stronger effect; one-dose inhibition, % at 10 µM; IC50 in µM for titrated hits; 290,000 tested, 0.052% active;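 active means inhibition of at least 50% with at least 30 cells and total cytoplasm GFP at most 10,000,000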
GPR55 antagonists – GPR55 antagonists blocking LPI-driven arrestin recruitment, primary screen, imaging, U2OS, beta-arrestin-GFP, LPI agonist (AID 2013) | 290,000 tested, 0.13% active | U2OS GPR55 beta-arrestin-GFP translocation imaging, LPI antagonism; higher % means a stronger effect | inhibition, % at 10 µM, or IC50 in µM where a hit was titrated;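 active means spots per cell inhibited over 60%, with over 100 cells counted and total cytoplasm intensity under 500,000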;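 further: U2OS cells stably carrying GPR55 and arrestin-GFP stimulated by 5 µM LPI near EC80; imaged beta-arrestin-GFP aggregate spots per cell after agonist stimulation; plate controls were LPI-stimulated DMSO wells for no effect and DMSO wells without LPI for full effect; some results filed as inactive read as strong as hits; confirmed hits need IC50 under 10 µM and bright autofluorescent wells are also inconclusive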
KOR beta-arrestin-1 – kappa opioid receptor activators – cell-based, luminescence, uHTS, primary screen (AID 1777) | KOR beta-arrestin recruitment, luminescence; higher % means a stronger effect | one-dose activation, % at 10 µM; EC50 in µM for titrated hits | 280,000 tested, 0.02% active; in the data active means activation above about 50%, passing the limit was not always enough; further: a part of the inactive calls stands beside numbers as strong as those of hits
AID2073 – disruptors of CaV2.2 binding to Mint1 – biochemical, HTRF (AID 2073); HTRF protein-protein interaction, Mint1-CaV2.2; higher % means a stronger effect; one-dose inhibition, % at 20 µM; IC50 in µM for titrated hits; 290,000 tested, 0.19% active; in the data active means inhibition mostly above about 51%, no sharp cut-off; further: some results filed as inactive read as strong as hits
GPR55 activation – selective activators of receptor GPR55 – imaging, U2OS cells, beta-arrestin-GFP redistribution, primary screen (AID 1961); U2OS GPR55 beta-arrestin-GFP redistribution imaging; higher % means a stronger effect; activation, % at 10 µM, or EC50 in µM where a hit was titrated; 290,000 tested, 0.048% active;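 active means activation above 40% with more than 50 cells counted in the well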;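 further: U2OS osteosarcoma cells stably expressing GPR55 and beta-arrestin-GFP; plate controls were DMSO negative control for no effect and LPI positive control for full effect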
KOR beta-arrestin-2 – kappa opioid receptor blockers – cell-based, luminescence, uHTS (AID 1778); KOR beta-arrestin recruitment, luminescence, antagonist mode; higher % means a stronger effect; 290,000 tested, 0.091% active; one-dose inhibition, % at 10 µM; IC50 in µM for titrated hits; in the data active means inhibition above about 50%; further: strong numbers were not always called active
HIV fusion peptide – cell-free HIV fusion peptide-binding blockers – biochemical, uHTS, fluorescence dequenching, primary screen (AID 1986); cell-free peptide binding, fluorescence dequenching, 30 min; higher % means a stronger effect; inhibition, % at 20 µM; hits with a dose series show IC50 in µM; 290,000 tested, 0.3% active; in the data active means inhibition mostly above about 52%, no sharp cut-off; inactive means mostly below about 76%; further: some results filed as inactive read as strong as hits
NOD1 inhibition – NOD1 signaling inhibitors, primary screen, cell-based, luminescence, uHTS (AID 1578). 290,000 tested, 1% active. inhibition, % at 4 µM, or EC50 in µM where a hit was titrated. NOD1-driven NF-kB luciferase reporter cells, luminescence; higher % means a stronger effect; in the data active means inhibition mostly above about 36%, no sharp cut-off; inactive means mostly below about 34%;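 further: HEK-293T reporter cells stimulated with the NOD1 agonist gamma-tri-DAP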
Siah-1 displacement – blockers of Siah-1 interaction with plectin peptide – biochemical, fluorescence polarization, rhodamine-plectin, uHTS, primary screen (AID 1817); Siah-1 / rhodamine-plectin peptide fluorescence polarization; higher % means a stronger effect; 290,000 tested, 0.02% active; displacement, % at 20 µM, or IC50 in µM where a hit was titrated;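 active means displacement of at least 50% at 20 µM, with a fluorescence ratio check between 0.3 and a set limit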;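 further: plate controls were Siah plus tracer with DMSO for no effect and tracer alone without Siah for full effect; strong numbers were not always called active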
Active calls of the source: *; . = no result given; [ ] = another dose, or the depositor's remark. Not all compounds are listed (hit frequency here may not be typical).

SMILES	GPR35 antagonists	GPR55 antagonists	KOR beta-arrestin-1	AID2073	GPR55 activation	KOR beta-arrestin-2	HIV fusion peptide	NOD1 inhibition	Siah-1 displacement
CCc1ccc(OCCOCC(O)CNC(C)(C)C)cc1 (configuration not stated)	-3%	20%	-3.4%	2%	1.1%	25%	1.0%	-13%	2%
Cc1ccccc1-c1n[nH]c(=S)n1/N=C/c1c(C)nn(-c2ccccc2)c1C	-7%	-7%	-1.9%	-30%	-0.1%	6%	-1.2%	-20%	5%
COc1ccc(/C=C\c2onc(C)c2S(=O)(=O)N2CCC(C(=O)NCc3ccco3)CC2)cc1	-7%	3%	-1.5%	-5%	-0.1%	15%	0.1%	11%	-1%
COc1cc(C2N=C(c3ccccc3)NO2)cc(Br)c1O (configuration not stated)	-1%	0%	0.8%	-4%	0.2%	5%	1.2%	-24%	1%
CCCCOc1ccc(C(=O)N2CCCCCC2)cc1	12%	-11%	-0.2%	-4%	0.1%	-30%	-0.6%	-28%	-1%
CCN(CC)S(=O)(=O)c1cc(NC(=O)C(C)N(C)CC(=O)Nc2c(C)cccc2C)ccc1C (configuration not stated)	8%	6%	0.3%	1%	-0.3%	-16%	0.5%	-8%	2%
Cc1cccc(C(=O)OCC(=O)NCC(C)C)c1O	-1%	0%	-2.4%	0%	0.5%	36%	1.0%	-13%	6%
O=S(CCc1ccncc1)Cc1ccccc1 (configuration not stated)	12%	-2%	1.2%	6%	-0.2%	1%	3.3%	-19%	0%
Cc1ccc(NC(=S)N2CCSC2c2cccs2)cc1 (configuration not stated)	2%	7%	-0.8%	6%	0.5%	12%	4.9%	-16%	6%
COc1ccccc1NC(=S)N1CC(C)(C)C1=O	2%	3%	-4.1%	-16%	-0.1%	28%	-0.4%	4%	-1%
CCN(CC)c1ncnc2ccc(Br)cc12	2%	.	-2.1%	13%	0.2%	16%	1.5%	68%*	-1%
Cc1[nH][nH]c(=O)c1C(c1ccc(-c2ccc(C(=O)O)cc2)o1)c1c(C)[nH][nH]c1=O	2%	-20%	-7.7%	16%	0.2%	12%	12%	-13%	-6%
CCN(CC)CC(O)COc1ccc2c(c1)c(C(C)=O)c(C)n2-c1ccccc1 (configuration not stated)	-5%	11%	-2.4%	13%	0.2%	-12%	0.7%	-28%	7%
CCCCn1c2ccc(F)cc2c2nnc(SCCN3CCCCC3)nc21	12%	-7%	5.1%	-33%	0.6%	-21%	-0.7%	-6%	-2%
Cc1ccc(OCc2ccc(C(=O)Nc3nc4ccccc4n3C)o2)c([N+](=O)[O-])c1	0%	1%	-3.6%	5%	0.8%	18%	-3.2%	-4%	1%
O=C1CCC(=O)N1CC(=O)N1c2ccccc2Sc2ccccc21	-6%	-2%	-7.1%	2%	-0.1%	28%	-1.6%	-5%	1%
CCOc1ccccc1N(CC(=O)Nc1ccc(OC)c(OC)c1)S(=O)(=O)c1ccccc1	-7%	12%	-3.9%	8%	0.7%	-10%	-1.7%	-24%	0%
Cn1nnnc1SCC(=O)N1CCOCC1	-4%	4%	3.1%	4%	0.5%	-12%	0.3%	-20%	1%
Cc1ccccc1CN1CCN(Cc2cc(=O)c3ccccc3[nH]2)CC1CCO (configuration not stated)	0%	2%	-0.4%	7%	-0.1%	-15%	1.6%	-28%	13%
O=C(NCCN1CCCC1)c1ccc2c(c1)N(Cc1cccc(Cl)c1)C(=O)c1ccccc1S2(=O)=O	11%	11%	5.1%	11%	0.2%	-17%	1.1%	-2%	-6%
COC(=O)c1ccncc1C(=O)Nc1ccc(Oc2ncc(C(F)(F)F)cc2Cl)cc1	2%	-2%	-5.1%	11%	0.4%	34%	-3.4%	-4%	-6%
Cc1cc(C)c2c(=O)[nH]c(SCc3ccccc3C)nc2n1	-17%	-4%	0.2%	-9%	-0.1%	-15%	3.1%	-12%	6%
COc1cc(/C=N/NC(=O)C(NC(=O)c2ccccc2)c2n[nH]c(=O)c3ccccc23)ccc1OCC(N)=O (configuration not stated)	3%	5%	-4.1%	2%	-0.2%	-47%	0.8%	-30%	9%
O=C(CCNS(=O)(=O)c1ccc(Cl)cc1)N1CCN(c2ccccn2)CC1	-8%	2%	0.7%	-2%	0.3%	-4%	0.8%	-10%	-7%
CC(=O)Nc1ccc(S(=O)(=O)N2CCN(CCN3CCOCC3)CC2)cc1Cl	1%	5%	-0.2%	6%	-0.2%	-4%	0.0%	15%	5%

The list continues.
SMILES	GPR35 antagonists	GPR55 antagonists	KOR beta-arrestin-1	AID2073	GPR55 activation	KOR beta-arrestin-2	HIV fusion peptide	NOD1 inhibition	Siah-1 displacement
O=C1C2=C(Nc3ccccc3SC2c2ccco2)c2ccccc21 (configuration not stated)	-8%	9%	0.4%	31%	0.0%	-14%	23%	-15%	-6%
COc1ccccc1N(Cc1ccccc1)S(=O)(=O)c1cc(C(=O)O)ccc1Cl	4%	-20%	-3.0%	19%	0.6%	-37%	25%	-17%	2%
O=C(Nc1c(F)cc(F)cc1Br)c1cc(-c2ccccc2)on1	1%	1%	2.4%	11%	0.0%	-6%[20 µM]	1.7%	-36%	1%
COc1ccc(-c2nnn(CCC(=O)O)n2)cc1	1%	8%	-4.5%	1%	0.0%	32%	0.6%	-9%	-5%
COc1ccc(OC)c(NS(=O)(=O)c2ccc(Cl)nc2)c1	5%	12%	1.7%	-5%	-0.3%	-20%	-0.6%	-31%	9%
O=C(Nc1cccc(Cl)c1N1CCOCC1)c1cccs1	-3%	-4%	-0.5%	32%	0.0%	-8%	1.7%	-23%	0%
Cn1c(C(=O)N2CCN(C(=O)c3ccco3)CC2)cc2c(=O)n(C)c3ccccc3c21	6%	10%	-1.6%	-1%	-0.2%	17%	0.7%	10%	-5%
COC(=O)C(C)N1C(=O)S/C(=C\c2ccc(-c3ccc(C(=O)O)cc3C)o2)C1=O (configuration not stated)	-2%	6%	1.5%	21%	0.0%	-10%	10%	-2%	-6%
Cc1cc2cccc(C)c2nc1SCC(=O)NNC(=O)c1ccco1	2%	10%	0.5%	-13%	-0.2%	-45%	0.4%	-55%	2%
COc1ccccc1NC(=O)CCCCCN1C(=O)c2cccc([N+](=O)[O-])c2C1=O	6%	11%	2.7%	-2%	-0.4%	-34%[20 µM]	0.6%	-34%	-1%
CCC(C)(C)NC(=O)C(c1ccccc1F)N(Cc1ccco1)C(=O)c1csnn1 (configuration not stated)	9%	29%	1.3%	5%	-0.1%	10%	1.5%	-8%	1%
COc1ccccc1-c1cc(C(=O)NC2CCN(C)CC2)c2ccc(Cl)c(C)c2n1	14%	30%	4.6%	13%	0.4%	-27%	-1.1%	-47%	-4%
Cc1ccc(S(=O)(=O)N(C)C)cc1NC(=S)NNC(=O)C1CC1	6%	14%	-4.7%	-21%	-0.2%	.	-3.4%	9%	-7%
O=S(=O)(c1ccc(NC(=S)N2CCN(c3ccccc3F)CC2)cc1)N1CCOCC1	17%	10%	83%	-12%	-0.8%	-25%	-1.1%	-24%	2%
Cc1ccc2oc(C(=O)NCC(c3ccco3)N3CCCC3)c(C)c2c1 (configuration not stated)	1%	2%	1.8%	8%	17%	-54%	-0.2%	1%	7%
COC(=O)C(C)Sc1nc2c(cnn2-c2ccc(Cl)cc2)c(=O)[nH]1 (configuration not stated)	13%	1%	-4.2%	8%	0.0%	-22%	0.9%	4%	-5%
C=CC[C@H]1CC(Cc2ccccc2)=C[C@H](CC=C)N1	5%	5%	8.8%	11%	0.2%	8%	0.3%	-8%	2%
CC1CCCN(c2cc(N(C)CCO)c([N+](=O)[O-])c3nonc23)C1 (configuration not stated)	-8%	10%	-6.1%	-2%	0.1%	26%	1.4%	-19%	6%
CCOc1ccc(S(=O)(=O)N2CCN(C)CC2)cc1NC(=O)c1ccccc1F	0%	-20%	-3.8%	7%	-0.1%	-47%	-2.4%	19%	-5%
COc1ccccc1Nc1nc(N)nc(CCl)n1	20%	8%	2.1%	7%	-0.1%	20%	-1.3%	.	-1%
COCc1[nH]nc2c1C1(C(=O)Nc3ccc(F)cc31)C(C#N)=C(N)O2 (configuration not stated)	-9%	-8%	1.1%	-5%	-0.2%	15%	-1.5%	-2%	-2%
O=C(CSCc1cccc(Br)c1)NC1CC1	-6%	-2%	-1.4%	0%	0.3%	-45%	-1.0%	-11%	-10%
C=CCn1c(NCCO)nc2sc3c(c2c1=O)CCC3	-3%	9%	-3.6%	-7%	-0.1%	13%	-1.9%	.	14%
COc1ccccc1N1CCN(C(=O)COc2ccc(Cl)cc2Br)CC1	-4%	-8%	-9.3%	9%	-0.3%	-18%	-2.7%	28%	1%
COc1ccc(OC)c(NC(=O)c2[nH]c(C)c(C(C)=O)c2C)c1	18%	-1%	2.8%	6%	-0.2%	-12%	0.0%	-71%	-3%
CCC(C)c1ccc(O)c(NC(=O)c2ncn[nH]2)c1 (configuration not stated)	5%	11%	-3.0%	10%	0.2%	10%	8.3%	6%	5%
Cc1nc(NC(=O)/C=C/c2ccccc2)sc1C(=O)NCCO	-2%	-5%	-6.7%	7%	-0.1%	20%[20 µM]	-0.7%	-20%	6%
COc1ccc(NC(=O)c2cc(C3CC3)on2)c(OC)c1	6%	5%	-2.9%	2%	0.3%	0%	1.3%	-16%	2%
CCc1cc2cc(C(=O)Nc3ccccc3F)sc2s1	-1%	24%	0.3%	30%	0.3%	7%	1.5%	-98%	3%
O=C(NN1C(=O)c2cc(Br)ccc2NC1c1ccccc1Cl)c1ccncc1 (configuration not stated)	7%	12%	-1.0%	-6%	0.3%	8%	-0.4%	-18%	-7%

An excerpt from above in order of SMILES length, highest first:
SMILES	GPR35 antagonists	GPR55 antagonists	KOR beta-arrestin-1	AID2073	GPR55 activation	KOR beta-arrestin-2	HIV fusion peptide	NOD1 inhibition	Siah-1 displacement
Cc1cc2cccc(C)c2nc1SCC(=O)NNC(=O)c1ccco1	2%	10%	0.5%	-13%	-0.2%	-45%	0.4%	-55%	2%
Cc1nc(NC(=O)/C=C/c2ccccc2)sc1C(=O)NCCO	-2%	-5%	-6.7%	7%	-0.1%	20%[20 µM]	-0.7%	-20%	6%
C=CCn1c(NCCO)nc2sc3c(c2c1=O)CCC3	-3%	9%	-3.6%	-7%	-0.1%	13%	-1.9%	.	14%

Four entries from above, as a markdown table.
| SMILES | GPR35 antagonists | GPR55 antagonists | KOR beta-arrestin-1 | AID2073 | GPR55 activation | KOR beta-arrestin-2 | HIV fusion peptide | NOD1 inhibition | Siah-1 displacement |
| --- | --- | --- | --- | --- | --- | --- | --- | --- | --- |
| COc1ccccc1N(Cc1ccccc1)S(=O)(=O)c1cc(C(=O)O)ccc1Cl | 4% | -20% | -3.0% | 19% | 0.6% | -37% | 25% | -17% | 2% |
| Cc1cc(C)c2c(=O)[nH]c(SCc3ccccc3C)nc2n1 | -17% | -4% | 0.2% | -9% | -0.1% | -15% | 3.1% | -12% | 6% |
| COc1ccccc1NC(=S)N1CC(C)(C)C1=O | 2% | 3% | -4.1% | -16% | -0.1% | 28% | -0.4% | 4% | -1% |
| CCc1cc2cc(C(=O)Nc3ccccc3F)sc2s1 | -1% | 24% | 0.3% | 30% | 0.3% | 7% | 1.5% | -98% | 3% |
